# Compound activity (PubChem BioAssay)
# DAX1 inh-1 – blocks DAX1 repression of SF-1 activated StAR promoter; HEK293T StAR-luciferase reporter, SF-1/DAX-1 repression relief; inhibition, % at 6.8 µM; hit rate 1.1% among 370,000; AID 652010;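 active = inhibition above the mean over all tested compounds plus 3 SD, cut at about 3.6% in these data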;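 also: 0% = DAX-1 cells with DMSO and 100% = cells lacking DAX-1 with DMSO; higher inhibition means more luminescence from relief of DAX-1 repression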
# ADAM17 inh – ADAM17 inhibition, QFRET primary screen; P78536; recombinant ADAM17, EDANS/DABCYL FRET peptide cleavage; inhibition, % at 6.95 µM; hit rate 0.83% among 370,000; AID 720648;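 active = inhibition above the mean of compounds lying between control limits plus 3 SD, set per campaign, cut at about 8.5% in these data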;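 also: 0% = DMSO-only wells as the low control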
# Target sequence (P78536 215-824 limits assumed): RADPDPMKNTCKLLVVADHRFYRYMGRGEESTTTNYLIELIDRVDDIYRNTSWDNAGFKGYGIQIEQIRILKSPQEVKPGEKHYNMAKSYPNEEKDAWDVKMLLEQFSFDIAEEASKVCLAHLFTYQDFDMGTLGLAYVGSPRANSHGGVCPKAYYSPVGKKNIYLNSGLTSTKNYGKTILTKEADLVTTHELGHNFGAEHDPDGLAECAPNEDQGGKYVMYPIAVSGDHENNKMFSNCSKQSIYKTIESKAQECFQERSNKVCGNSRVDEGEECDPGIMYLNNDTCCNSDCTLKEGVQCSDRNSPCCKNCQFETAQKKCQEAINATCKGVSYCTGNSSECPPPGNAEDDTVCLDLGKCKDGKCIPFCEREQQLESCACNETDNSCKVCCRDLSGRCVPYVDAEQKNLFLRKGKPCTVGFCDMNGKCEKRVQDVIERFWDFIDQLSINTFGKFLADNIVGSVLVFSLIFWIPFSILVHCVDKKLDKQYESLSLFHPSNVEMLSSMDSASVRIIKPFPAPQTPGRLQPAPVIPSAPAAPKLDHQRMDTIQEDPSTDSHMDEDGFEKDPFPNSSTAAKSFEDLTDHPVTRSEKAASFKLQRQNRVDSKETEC
# DAX1 inh-2 – inhibitors of human orphan nuclear receptor DAX1 (NR0B1); hit rate 0.99% among 340,000; P51843; inhibition, % at 6.75 µM; HEK293 Gal4-DAX1 luciferase reporter, luminescence; AID 504766;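 active = inhibition above the mean over all tested compounds plus 3 SD, cut at about 4.2% in these data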;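 also: 0% = DAX1-transfected cells with DMSO and 100% = empty-vector control cells with DMSO; inhibition shows as a rise in luminescence from relieved DAX1 repression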
# Target sequence (P51843 207-470 limits assumed): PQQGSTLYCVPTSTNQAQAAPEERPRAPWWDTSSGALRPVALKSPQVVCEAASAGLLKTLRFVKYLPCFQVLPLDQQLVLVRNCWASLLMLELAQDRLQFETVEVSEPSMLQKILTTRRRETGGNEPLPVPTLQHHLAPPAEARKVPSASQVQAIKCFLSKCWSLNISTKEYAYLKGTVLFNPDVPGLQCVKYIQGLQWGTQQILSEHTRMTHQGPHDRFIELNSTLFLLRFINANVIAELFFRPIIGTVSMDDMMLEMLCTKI
# FXN GAA850 act – activators of GAA850 frataxin (FXN) promoter; activation, % at 6 µM; AID 540364; HEK293 lucGAA850 FXN promoter luciferase reporter, 24 h; percent of 10 µM SAHA response; hit rate 0.56% among 360,000;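 active = activation above the average of all compounds screened plus 3 SD, cutoff fixed separately per campaign, cut at about 7.5% in these data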;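 also: 0% = DMSO wells and 100% = 10 µM SAHA wells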
# hcDAF12 agonist – activates DAF-12 receptor from parasite H. contortus. HEK293 hcDAF-12 lit1-tk-luc reporter, luminescence; 0% DMSO, 100% Δ7-dafachronic acid. activation, % at 6.8 µM. hit rate 1.4% among 370,000;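 active = activation above the mean of all tested compounds plus 3 SD, cut at about 5.5% in these data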;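 also: 100% = response to 3 µM Δ7-dafachronic acid high control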
# hgDAF-12 ag – agonists of H. glycines DAF-12 nuclear receptor. AID 687014. HEK293 GAL4-hgDAF12 UAS-luciferase reporter, agonist luminescence; normalized to butyrate control. activation, % at 6.8 µM. hit rate 1.8% among 370,000;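 active = activation above a cutoff set at the mean of all screened compounds plus 3 SD, cut at about 10% in these data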;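 also: 0% = DMSO wells and 100% = sodium butyrate wells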
# PLCg1 inh – blocks human PLC-gamma1 enzyme activity | P19174 | purified PLC-gamma1, fluorogenic substrate, fluorescence | inhibition, % at 12.2 µM | hit rate 0.84% among 370,000; in the data active = inhibition above about 9.5%
# PLCb3 inh – blocks human PLC-beta3 enzyme activity; Q01970; inhibition, % at 12.2 µM; hit rate 0.18% among 370,000; Purified PLC-beta3, fluorogenic substrate, fluorescence; in the data active = inhibition above about 11%;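 also: 0% = median of compound wells on plate and 100% = full blocker control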
# ADAM10 inh – inhibitors of human ADAM10; hit rate 0.62% among 370,000; recombinant ADAM10, EDANS/DABCYL FRET peptide cleavage, 3 h; inhibition, % at 7 µM;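 active = inhibition above a per-campaign cutoff equal to the mean of compounds falling between control-based bounds plus 3 SD, cut at about 20% in these data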;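 also: 0% = DMSO wells while the 100% control is not disclosed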
# HGIII-sPLA2 inh – Blocks human group III sPLA2 activity; inhibition, % at 12.2 µM; Q9NZ20; QFRET BODIPY PC-A2 liposome hydrolysis, fluorescence; hit rate 0.56% among 370,000;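 active = inhibition above mean plus 3 SD of compounds lying within the high and low control bounds, cut at about 19% in these data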;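 also: 0% = median of test compound wells and 100% = no enzyme DMSO wells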
# ssDAF-12 act – S. stercoralis DAF-12 activation, primary screen; HEK293 ssDAF-12/GRIP1 lit1-tk-luc reporter, luminescence; % of 3 µM dafachronic acid response; hit rate 1% among 370,000; AID 652126; activation, % at 6.8 µM;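 active = activation above the mean over all tested compounds plus 3 SD, cut at about 0.9% in these data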;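 also: 0% = DMSO-only wells and 100% = 3 µM delta7-dafachronic acid wells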
# * hit, by the source's call; i = inactive; · = no result given.
Compound	PLCb3 inh	FXN GAA850 act	hgDAF-12 ag	ADAM17 inh	ADAM10 inh	hcDAF12 agonist	PLCg1 inh	HGIII-sPLA2 inh	DAX1 inh-1	ssDAF-12 act	DAX1 inh-2
CC(=O)CC1(O)C(=O)N(CN2CCN(c3ccccc3)CC2)c2ccccc21 (stereo unspecified)	1	-0.3	-2.7	-5	-2	5.0	-2	4	0.4	0.4	0.1
CCN(CC)C(=O)CSc1nnc(-c2cc(OC)cc(OC)c2)o1	0	2.3	3.0	-3	3	-0.4	0	-1	0.2	-1.6	0.1
Cc1ccc2[nH]c(=O)c(COC(=O)C3CCCO3)cc2c1 (stereo unspecified)	-2	3.8	0.7	-13	-16	-1.1	-3	0	-0.4	-1.1	0.1
Cc1nc(-c2cc(C#N)c(Sc3ccc(Cl)cc3Cl)nc2C)cs1	1	-0.2	0.2	0	9	-1.2	2	2	-0.2	-1.5	3.0
COC(=O)C1=C(C)NC(C)=C(C(=O)OC)C1/C=C/c1ccccc1	-133	3.2	-2.6	-21	-57	-0.9	-85	-9	-0.3	-0.3	0.1
NC(=O)C1CCN(C(=O)c2cccc(S(=O)(=O)N3CCCC3)c2)CC1	2	-1.3	-1.1	0	-2	-0.9	3	12	-0.2	-0.3	0.3
Nc1nc(-c2ccc(Cl)cc2)c(S(=O)(=O)c2ccccc2)s1	-1	1.4	-5.2	8	20*	-0.9	1	-14	0.4	-1.2	-1.6
COc1cc(C)nc(Oc2ccc(OCc3ccccc3)nn2)n1	-3	1.2	-0.5	-6	-5	0.3	-5	-1	-0.2	-0.2	-1.1
O=C(NCCN1CCOCC1)c1c(O)nc2ccccn2c1=O	-65	1.1	1.6	-20	-56	0.2	-40	7	-0.3	-0.8	-0.1
COc1ccc(S(=O)(=O)N2CCN(C(=O)c3cc(-c4ccc(Br)cc4)n[nH]3)CC2)cc1OC	1	-2.7	-3.5	4	-3	-5.7	-1	-25	-6.6	-1.9	-1.2
Cc1ccc(NC(=O)Cn2c([N+](=O)[O-])cnc2C)cc1	-1	-0.6	1.5	3	4	-0.4	3	-1	0.4	-1.2	0.8
N#C/C(=C/c1ccc([N+](=O)[O-])cc1)C(=O)Nc1ccccc1O	1	4.7	5.7	3	6	11*	3	-27	-0.3	0.0	3.3
Fc1ccccc1-c1ccc(/C=N/Nc2nc3ccccc3[nH]2)o1	i	6.8	21*	1	-15	13*	-431	30*	2.3	3.4*	0.8
CC(=O)c1cccc(-c2ccnc3c2CC(C(=O)Nc2cccnc2)O3)c1 (stereo unspecified)	2	-0.8	-1.2	4	0	-2.2	5	5	-1.2	-1.1	·
O=C(Nc1ccccc1NC(=O)c1c(F)cccc1F)c1c(F)cccc1F	3	-1.0	-1.2	0	-2	-1.2	0	-1	-0.1	-0.8	0.0
CCOc1ccc(C2/C(=C(/O)c3ccc4c(c3)CC(C)O4)C(=O)C(=O)N2CC2CCCO2)cc1 (stereo unspecified)	-6	-0.8	0.0	-1	3	-1.0	2	-6	-0.7	-0.6	0.2
CCN(CC)c1c(C)nc2ccc(C(=O)N3CCN(C(=O)c4ccco4)CC3)cn12	0	-0.3	1.2	1	-6	-1.2	4	-1	0.5	-1.2	·
CN1CCN(c2ccc(NC(=O)c3ccc(Cl)cc3Cl)cc2)CC1	-9	5.4	4.5	-3	-2	2.7	-1	14	0.5	-0.7	1.3
Cc1nc(NC(=O)CN2CCN(c3cccc(Cl)c3)CC2)sc1C(=O)N(C)C	-4	2.7	3.0	-5	-26	-1.6	-1	0	-0.4	-1.1	0.3
Cc1sc2ncnc(SCC(=O)N3CCOCC3)c2c1C	-10	1.3	-0.8	-6	-16	-0.1	1	14	-0.5	-2.0	0.7

# Part of the list above, with two lines to a compound.
# Second line of a record – PLCb3 inh | FXN GAA850 act | hgDAF-12 ag | ADAM17 inh | ADAM10 inh | hcDAF12 agonist | PLCg1 inh | HGIII-sPLA2 inh | DAX1 inh-1 | ssDAF-12 act | DAX1 inh-2
Fc1ccccc1-c1ccc(/C=N/Nc2nc3ccccc3[nH]2)o1
→ i | 6.8 | 21* | 1 | -15 | 13* | -431 | 30* | 2.3 | 3.4* | 0.8
CC(=O)c1cccc(-c2ccnc3c2CC(C(=O)Nc2cccnc2)O3)c1 (stereo unspecified)
→ 2 | -0.8 | -1.2 | 4 | 0 | -2.2 | 5 | 5 | -1.2 | -1.1 | ·

# (list continues)
Compound	PLCb3 inh	FXN GAA850 act	hgDAF-12 ag	ADAM17 inh	ADAM10 inh	hcDAF12 agonist	PLCg1 inh	HGIII-sPLA2 inh	DAX1 inh-1	ssDAF-12 act	DAX1 inh-2
Cc1cn(C2OC(COC(=O)c3ccccc3)C(O)C2Cl)c(=O)[nH]c1=O (stereo unspecified)	0	0.3	0.3	1	1	-0.9	2	-3	-0.1	-1.9	-0.1
COCCNC(=S)N1CCC(C(=O)c2ccc3c(c2)OCCO3)CC1	-2	0.7	4.1	-2	-9	0.0	-3	1	0.2	-0.8	0.5
COc1ccc(Br)cc1C1NC(=O)NC(C)=C1C(=O)N(C)C (stereo unspecified)	-2	0.5	-1.2	-4	-9	-0.7	-4	-2	0.8	-1.3	-0.1
Cc1nnc(SCC(=O)Nc2cccc(C(F)(F)F)c2)[nH]c1=O	5	0.1	2.5	0	4	0.4	6	7	0.1	-0.9	0.6
COc1ccc(/C=N/Nc2cc(C)nc(-n3nc(C)cc3C)n2)cc1	1	-4.3	-4.0	0	-3	-4.8	1	-24	-1.3	-2.1	-3.6
Cc1cc(NC(=O)c2ccc(S(=O)(=O)N(C)CC3CCCO3)cc2)no1 (stereo unspecified)	-2	2.7	0.4	-2	-4	-1.7	-2	-4	-0.4	-1.5	-1.0
COC(=O)c1cc(-c2ccc(S(=O)(=O)N3CCCCC3)cc2)c(C(F)(F)F)s1	3	1.0	-0.2	0	-1	-0.1	2	7	-0.1	-1.8	0.0
CCNC(=O)C12CCC(C)(C(=O)C1Br)C2(C)C (stereo unspecified)	2	0.7	1.6	1	13	0.6	7	3	-0.3	-1.2	-0.6
COc1cc2c(cc1OCc1ccccc1)/C(=C/C(=O)OCc1ccccc1)OC2	2	·	0.5	-3	-3	-1.9	2	0	1.0	-1.3	·
COc1ccnc(Oc2ccccc2)c1-c1ncn[nH]1	4	2.8	5.5	-3	-5	0.0	8	14	0.1	-1.2	0.7
COc1ccc(Cc2nnc(NC(=O)c3ccco3)s2)cc1OC	-3	3.6	1.6	-1	3	-0.3	-2	0	0.0	-0.2	1.2
CCOc1ccccc1N(CC(=O)NC1CCCC1)S(=O)(=O)c1ccc(C)cc1	-2	2.5	-1.1	0	10	-2.3	3	4	0.2	-0.8	-3.0
CCCn1c(N)c(C(=O)CSc2ncn[nH]2)c(=O)n(C)c1=O	-3	-0.3	-0.3	2	6	-2.7	3	-7	-0.8	-1.1	0.9
Cc1cnc(NC(=O)c2ccc(-c3ccc([N+](=O)[O-])cc3)o2)s1	-17	-0.8	0.0	0	-17	-1.8	-9	10	1.5	-1.5	0.4
NC(=O)Nc1ccc(Nc2ccccc2)cc1	-7	0.2	0.8	1	7	-1.6	-3	3	0.1	-1.6	-0.8
O=C1C=CC(=O)N1c1ccc2ccccc2c1	-26	3.5	8.2	-16	-52	7.4*	-16	-11	-0.7	-0.4	2.2
CCOc1ccc(NS(=O)(=O)c2ccc(N)cc2)cc1	0	1.0	-0.3	1	0	-1.2	1	3	-0.3	-1.1	1.5
O=C(NCc1ccc(Cl)cc1)c1cccc2c1C(=O)N(CC1CCCO1)C2 (stereo unspecified)	0	3.2	3.6	0	4	-1.0	0	-2	-2.1	-1.6	-1.3
N#Cc1cccc(-c2csc(C(O)c3ccc(F)cc3)n2)c1 (stereo unspecified)	-7	2.9	0.5	-2	-19	1.9	-1	7	-0.9	-0.5	·
CC(C)=C1Cc2ccccc2C1=O	10	-0.1	1.3	5	6	-1.0	9	8	-0.3	-1.1	1.5
CCC1CCCCN1C(=O)c1cc(-c2ccc(Cl)c(Cl)c2)on1 (stereo unspecified)	9	3.0	7.1	8	14	0.3	0	-7	1.3	-0.9	-0.3
CN(Cc1cccc(C(F)(F)F)c1)Cc1nc(-c2cnccn2)no1	1	-2.5	-0.2	0	12	-0.1	2	4	-0.1	-1.6	-0.7
Cc1noc(C)c1COC(=O)c1ccc(-c2nc3ccccc3s2)s1	1	2.7	2.6	-7	-9	-0.2	-2	2	0.3	-1.2	2.1
CC1CCCC(C)N1C(=O)COC(=O)/C=C/c1ccc(Br)o1 (stereo unspecified)	-10	0.9	1.3	-3	-12	0.4	-5	-3	0.3	-0.8	-0.3
COc1ccc(Cl)cc1NC(=O)CN(C)C(=O)Cc1ccc2c(c1)CCC2	-30	1.4	-0.9	0	7	-1.1	-1	-4	0.5	-0.8	0.5
COc1ccc(-c2nnc(SCCOc3cccc(C)c3)n2N)cc1	2	-1.4	-1.2	-3	-8	-2.2	-2	-3	-1.6	-1.4	-0.1
CN(Cc1ccccc1)C(=O)Cn1cccc1C(=O)c1ccccc1	3	-1.7	-2.6	-3	4	-3.2	2	-4	-0.8	-1.1	-0.3
CC1CC(C)CN(C(=O)COc2cccnc2[N+](=O)[O-])C1 (stereo unspecified)	1	1.4	-0.6	-6	-13	-0.6	3	8	-0.5	-0.1	-0.4
COc1cccc(C(=O)NCCNC(=O)c2ccccn2)c1	-3	-0.5	3.7	1	-2	-0.2	1	2	-0.4	-1.3	-0.4
CCOC(=O)c1c(-c2ccccc2)csc1NC(=S)NC(=O)c1ccccc1	3	0.7	0.2	-2	3	-0.3	0	-1	-0.5	-1.4	-0.1
C/C(=N\NC(=O)c1cccc([N+](=O)[O-])c1)c1cccs1	-1	5.2	6.2	0	5	1.0	5	-5	0.8	-0.9	4.9*
Cc1c(Br)c([N+](=O)[O-])nn1CC(=O)Nc1ccc(C(C)C)cc1	3	-3.8	4.1	8	13	-2.3	0	-13	1.2	-1.4	-0.4
CCCCNC(=O)Nc1cc(C)on1	3	-1.8	0.1	-1	-2	0.0	-1	-3	0.7	-0.8	1.1
COc1ccc(C(C#N)c2ccc(Cl)nn2)cc1 (stereo unspecified)	2	0.5	-2.2	1	4	-1.4	0	-2	-1.0	-1.5	·
CC1Sc2ccc(S(=O)(=O)CCC(=O)N3CCN(c4cccc(Cl)c4)CC3)cc2NC1=O (stereo unspecified)	-9	-4.0	-2.0	-6	3	-3.0	0	-24	-1.2	-1.5	-1.5
O=C1C=C(N2CCOCC2)c2cccc3cccc1c23	-81	4.2	-0.8	-12	-24	1.1	-65	-51	-0.8	-0.3	0.2
CSc1ccccc1-c1cnc(NC(C)=O)cn1	0	0.1	6.1	-4	-5	1.7	-2	-4	2.6	-0.6	·
Cc1cccnc1NC1(C(F)(F)F)N=C2SCCN2C1=O (stereo unspecified)	-1	0.4	-3.8	5	-4	-1.3	3	2	0.8	-1.5	-1.7
Cc1ccc(-n2c(=S)[nH]c3c(oc4ccccc43)c2=O)cc1C	-3	0.5	-0.2	3	8	1.8	3	8	-0.6	-0.6	-1.2
COc1ccccc1C(=O)NC(=O)CSc1nnc(C)s1	-10	1.0	-0.4	-4	-5	-0.3	1	5	-0.1	-1.3	2.3
